RNase H inhibition – RNase H inhibition, HIV 1 Gag Pol polyprotein, FRET biochemical assay, screening (AID 372); HIV-1 RT RNase H, FRET RNA/DNA substrate fluorescence; higher % means a stronger effect; one-dose inhibition, % at 10 µM; IC50 in µM for titrated hits; hit rate 0.77% among 100,000; in the data active = inhibition above about 50%
Active calls of the source: *. Only part of the results is shown; count on the stated rates, not on these rows.

Compound	RNase H inhibition
COc1ccc(CCC(C)NC(c2ccccc2)c2ccccc2)cc1 (stereo not drawn)	7%
Cc1ccccc1OCC(=O)Nc1cc(Cl)ccc1Cl	5%
CCOc1ccccc1C=C1C(=O)N(C)C(=S)N(C)C1=O	3%
CC1=CC(C)C(C(=O)O)C(C(=O)O)C1 (stereo not drawn)	11%
CCN(CC)C(=O)c1sc(NC(=O)CCCOc2ccc(Cl)cc2C)c(C(=O)OC)c1C	12%
CCN(CC)c1ccc(/C=N/NC(=O)c2ccc([N+](=O)[O-])cc2Cl)c(O)c1	33%
O=C(NCCc1ccccc1)C(=O)Nc1cccc(Cl)c1Cl	4%
COc1ccc(/C=C/c2c([N+](=O)[O-])c(=O)n(C)c(=O)n2C)c(OC)c1OC	14%
Cc1cccc(C(=O)NC(Nc2ccccc2)C(Cl)(Cl)Cl)c1 (stereo not drawn)	17%
CCOC(=O)C1=C(CC)NC2=C(C(=O)CC(C)(C)C2)C1c1ccc(Cl)cc1Cl (stereo not drawn)	11%
O=C(O)/C=C/C(=O)Nc1nc(-c2ccc3ccccc3c2)cs1	12%
COc1ccccc1/C=N/NC(=O)c1ccc(C(C)(C)C)cc1	11%
O=[N+]([O-])c1ccc(NC(=S)N2CCCCC2)cc1	0%
CCC(C)(C)c1ccc(OCC(=O)Nc2cccc(C(=O)Nc3cc([N+](=O)[O-])ccc3OC)c2)c(C(C)(C)CC)c1	13%
O=C(N/N=C/c1ccco1)c1cccc(N2CCCC2=O)c1	0%
C1CN(CC23CC4CCC(CC(C4)C2)C3)CCO1	4%
COC(=O)c1ccc(/C=C2\SC(=S)N(NC(=O)c3ccccc3C)C2=O)cc1	22%
Cc1ccc(N(Cc2ccc(C(=O)NCc3ccco3)cc2)S(C)(=O)=O)cc1C	1%
CCCOC(=O)C1=C(C)NC2=C(C(=O)CC(c3ccccc3)C2)C1c1ccc(C)cc1 (stereo not drawn)	22%
O=C(CCNc1ccc(-c2ccccc2)cc1)c1cccs1	9%

Molecules from the list above with a nitro group on carbon, in the order listed:
Compound	RNase H inhibition
CCN(CC)c1ccc(/C=N/NC(=O)c2ccc([N+](=O)[O-])cc2Cl)c(O)c1	33%
COc1ccc(/C=C/c2c([N+](=O)[O-])c(=O)n(C)c(=O)n2C)c(OC)c1OC	14%
O=[N+]([O-])c1ccc(NC(=S)N2CCCCC2)cc1	0%
CCC(C)(C)c1ccc(OCC(=O)Nc2cccc(C(=O)Nc3cc([N+](=O)[O-])ccc3OC)c2)c(C(C)(C)CC)c1	13%

Continuation:
Compound	RNase H inhibition
O=[N+]([O-])c1ccc(-n2cccn2)c(-c2nn[nH]n2)c1	7%
CCOc1ccc(C(=O)Nc2ccc3c(c2)OCCO3)cc1Br	13%
O=C(Cn1c(NCCCO)nc2ccccc21)c1ccc([N+](=O)[O-])cc1	10%
COc1ccc2[nH]c3c(c2c1)CCn1c-3nc2scc(-c3ccccc3)c2c1=O	16%
Cc1ccc(N(CC(=O)N2CCC(Cc3ccccc3)CC2)S(=O)(=O)c2ccccc2)c(C)c1	18%
Cc1ccc([N+](=O)[O-])cc1S(=O)(=O)NCc1cccnc1	3%
COC(C)(C)c1cc(-c2cccc3ccccc23)nc(N)n1	4%
Cc1nnc(NC(=O)c2cc(C(C)(C)C)cc(C(C)(C)C)c2)s1	0%
O=C(O)C1C(C(=O)Nc2ccc(Br)cc2)C2C=CC1C21CC1 (stereo not drawn)	0%
O=C1CC(N2CCN(c3ccccc3)CC2)C(=O)N1CCc1ccccc1 (stereo not drawn)	0%
O=C1c2ccccc2C(=O)N1CSc1nc(-c2ccccc2)cc(-c2ccccc2)n1	15%
Cc1cc([N+](=O)[O-])ccc1-c1ccc(C(=O)Nc2ccc(Cl)cc2)o1	8%
CCOC(=O)c1c(NC(=O)CNC(C)C)sc2c1CCC2	12%
CCc1c(C)c2ccc(OCC(C)=O)c(C)c2oc1=O	0%
CCOc1ccc(CN(CCc2ccc3c(c2)OCO3)Cc2ccc(OC)cc2OC)cc1	11%
Cc1ccc2nc(NC(=O)c3ccccc3Br)sc2c1	11%
O=C(NNC(=O)C(c1ccccc1)c1ccccc1)c1ccc(Cl)cc1	19%
CCc1cccc(CC)c1NC(=O)c1cccnc1	3%
Cc1ccc(C(=O)N2CCN(c3ccc(Cl)cc3[N+](=O)[O-])CC2)cc1	2%
Cc1cc2c(cc1C)NC(CC(=O)Nc1ccc(F)cc1)C(=O)N2 (stereo not drawn)	10%
O=c1oc2ccccc2c2c1nnn2CCN1CCCCC1	8%
CCOC(=O)c1ccc(N2NC(=O)/C(=C/c3cc(I)cc(I)c3O)C2=O)cc1	57%*
Cc1cc([N+](=O)[O-])ccc1-c1ccc(C(=O)Nc2ccc3c(c2)oc2ccccc23)o1	15%
c1ccc(-c2noc(C(c3ccccc3)c3ccccc3)n2)cc1	8%
CC(C)c1ccc(C=NCCCO)cc1	5%
CCN(CC)S(=O)(=O)c1cc(C(=O)Nc2cccc(O)c2)ccc1Cl	9%
O=C(CN(c1cccc([N+](=O)[O-])c1)S(=O)(=O)c1ccccc1)N1CCN(c2ccccc2)CC1	9%
O=C(CCc1ccccc1)Nc1ccccc1-c1ccccc1	14%
Cc1ccccc1NS(=O)(=O)c1cccc(S(=O)(=O)c2ccc(Cl)cc2)c1	5%
COc1cc(NC(=O)c2cccc(Br)c2)ccc1NC(=O)c1cc2ccccc2o1	51%*
CC1=C(C(=O)OCCOc2ccccc2)C(c2ccc(Cl)cc2)C2=C(CC(C)(C)CC2=O)N1 (stereo not drawn)	7%
Cc1ccc2nc(/C(C#N)=C/c3ccccc3OC(C)C)[nH]c2c1	7%
COc1ccc(N(CC(=O)NCCc2ccccc2)S(C)(=O)=O)cc1	4%
COc1cccc(/C=C2/C(=O)ON=C2c2ccccc2)c1OC	18%
COc1cc(NC(=O)COc2cccc(OC)c2)cc(OC)c1	14%
S=C(Nc1ccc(Cl)cc1Cl)N1CCN(Cc2ccc3c(c2)OCO3)CC1	18%
C=CCOc1ccc(/C=C2/SC(=O)NC2=O)cc1Br	38%
O=S(=O)(Nc1ccc(I)cc1)c1cc(Cl)ccc1Cl	34%
O=[N+]([O-])c1ccc(S(=O)N(c2ccccn2)C2CCCCC2)cc1 (stereo not drawn)	0%
Cn1c2c(c(=O)[nH]c1=O)C(c1ccc(OCc3ccccc3)cc1)C1=C(N2)c2ccccc2C1=O (stereo not drawn)	11%
CC(C)CCNC(=O)C(=O)NCC1CCCO1 (stereo not drawn)	1%
O=C1NN(c2ccc(Br)cc2)C(=O)/C1=C\c1ccc2c(c1)OCO2	10%
Cc1ccc2oc(C(=O)Nc3ccc(Cl)cc3Cl)c(C)c2c1	9%
Cn1c(=O)n(C)c2cc(/C=N\NC(N)=S)ccc21	0%
Cc1ccc(C(=O)Nc2ccc3nn(-c4ccc(Cl)cc4)nc3c2)cc1[N+](=O)[O-]	51%*
O=C(N/N=C/c1cccnc1)/C(=C\c1cccs1)NC(=O)c1ccccc1	0%
Cc1ccc(NC(=O)Nc2ccc(Cl)cc2)cc1I	5%
O=[N+]([O-])c1ccc(N/N=C/c2cc([N+](=O)[O-])ccc2Cl)cc1	30%
CCC(=O)NNC(=O)COc1ccc(Cl)cc1	0%
Cc1ccc(-n2c(SCC#N)nc3c(c2=O)C2(CCCCC2)Cc2ccccc2-3)cc1	16%
O=C(Nc1ccccc1Br)c1ccc([N+](=O)[O-])c(Cl)c1	9%
CC(C)=CCCCCCCN1CCN(c2cc(C)ccc2C)CC1	13%
O=C(N/N=C/C1CC=CCC1)c1ccc([N+](=O)[O-])cc1Cl (stereo not drawn)	4%
N#C/C(=C\c1ccc(-c2ccc(Cl)c(C(=O)O)c2)o1)C(=O)Nc1ccccc1	0%
CCOc1ccc(S(=O)(=O)N(CC(=O)NCc2ccc(OC)cc2)c2ccc(C)cc2)cc1	14%
CCCOc1ccccc1C1C(C(=O)OCCOC)=C(C)NC2=C1C(=O)CCC2 (stereo not drawn)	13%
C/C=C/C=C/C(=O)Nc1c[nH]c(=O)[nH]c1=O	9%
COc1cc(C2Nc3ccccc3C(=O)N2Cc2ccco2)cc(OC)c1OC (stereo not drawn)	7%
CC1CCN(S(=O)(=O)c2ccc(Cl)cc2Br)CC1	2%
[O-]/[N+](=C\c1ccc(F)cc1)c1ccccc1	15%

Other entries follow:
Compound	RNase H inhibition
Cc1cc(C)nc(NC(=O)C2C3C=CC(C3)C2C(=O)O)c1 (stereo not drawn)	6%
O=C(O)CCC(=O)N1N=C(c2c(-c3ccccc3)c3cc(Cl)ccc3[nH]c2=O)CC1c1cccc([N+](=O)[O-])c1 (stereo not drawn)	10%
Cc1c(Br)c([N+](=O)[O-])nn1CC(=O)Nc1c(C)n(C)n(-c2ccccc2)c1=O	3%
Cc1ccccc1Nc1nc2nonc2nc1N1CCOCC1	9%
COc1ccc(/C=c2\sc3nc(-c4ccc(Cl)cc4Cl)nn3c2=O)cc1	1%
COc1cc(NC(=O)c2ccccc2OC)ccc1NC(=O)c1ccco1	3%
CCOc1ccc2c(c1)-c1c(ssc1=Nc1cccc(NC(C)=O)c1)C(C)(C)N2	14%
COc1ccccc1OCCCCOc1ccc(C)cc1[N+](=O)[O-]	17%
CC(=O)N1c2ccccc2CCc2ccc(N)cc21	20%
O=C(O)/C=C/c1c(F)c(F)c(F)c(F)c1F	11%
CCN(CC)CCCCCCOc1cccc2ccccc12	8%
Nc1nc2n(n1)C(C(F)(F)F)CC(c1ccco1)N2 (stereo not drawn)	5%
S=C(NCc1ccccc1)NC1CC2CCC1C2 (stereo not drawn)	2%
O=C(Cc1ccccc1)NC(c1ccccc1)c1c(O)ccc2ccccc12 (stereo not drawn)	13%
COc1ccc(C=Nc2ccccc2C(N)=O)c2ccccc12	0%
O=C(O)c1cccc(N=Cc2ccccc2Cl)c1	6%
Cc1ccc2ccc(C(Nc3ccccn3)c3ccc(OCc4ccccc4)cc3)c(O)c2n1 (stereo not drawn)	3%
Cc1cccc(/C=N/NC(=O)c2ccc(Br)cc2)c1	1%
CCOC(=O)C1=C(C)N=c2s/c(=C\c3ccccc3OCc3ccc(Cl)cc3Cl)c(=O)n2C1c1ccccc1Cl (stereo not drawn)	1%
CCOc1ccc(C(=O)Nc2cc(-c3nc4ccccc4s3)ccc2C)cc1Cl	2%

A different layout for some results above:
CC(=O)N1c2ccccc2CCc2ccc(N)cc21
  RNase H inhibition: 20%
O=C(O)/C=C/c1c(F)c(F)c(F)c(F)c1F
  RNase H inhibition: 11%
CCN(CC)CCCCCCOc1cccc2ccccc12
  RNase H inhibition: 8%

Following part
Compound	RNase H inhibition
C/C=C/C=C/C(=O)OCC(=O)c1ccc(Br)cc1	8%
CC1CCCN(C(=O)Nc2ccc(F)cc2)C1 (stereo not drawn)	10%
Cc1c(C#N)c2nc3ccccc3n2c(=O)/c1=C\c1c(O)n(-c2ccc(Cl)cc2)[nH]c1=O	8%
COC(=O)c1c(NC(=O)COc2ccc(Cl)c(C)c2)sc2c1CCC2	20%
O=[N+]([O-])c1ccc(Sc2c(-c3ccc(Br)cc3)nc3ccccn23)cc1	3%
Cc1nc2c(-c3cccc4ccccc34)c[nH]n2c(=O)c1Cl	10%
CC1=C(C(=O)OC2CCCCC2)C(c2ccsc2)C2=C(CCCC2=O)N1 (stereo not drawn)	7%
COc1ccc2oc(/C=C/N(C)C)c(C(=O)c3ccccc3)c2c1	21%
COc1cccc(/C=C2\C(=O)NC(=S)N(c3ccc(Br)cc3)C2=O)c1OC	0%
CC1=C(C(=O)OC2CCCC2)C(c2ccncc2)C2=C(CC(C)(C)CC2=O)N1 (stereo not drawn)	2%
O=C(NCc1cccs1)C(=O)Nc1cccc(C(F)(F)F)c1	0%
Cc1ccc(C(=O)Oc2ccc(C(=S)N3CCOCC3)cc2)cc1	3%
CS(=O)(=O)N(Cc1ccc(C(=O)NC2CC2)cc1)c1ccccc1	0%
COc1ccc(N(CC(=O)Nc2ccc(Br)cc2)S(=O)(=O)c2ccccc2)cc1Cl	15%
Cc1ccc(Cl)cc1N(CC(=O)N/N=C/c1c(Cl)cccc1Cl)S(C)(=O)=O	16%
O=C(Cc1ccc(Cl)cc1)N/N=C/c1cccc(Br)c1	7%
COC(=O)CCN1C(=O)/C(=C/c2ccc(OCc3ccccc3Cl)c(OC)c2)SC1=S	15%
O=C1C(=O)N(C2CCCCC2)C(=O)N1c1ccc(Cl)cc1	0%
S=C1NC2=C(CCCC2)C2(CCCCC2)N1	2%
O=[N+]([O-])c1ccccc1S(=O)(=O)Nc1ccc(I)cc1	0%

2 records picked at random from the list so far:
Compound	RNase H inhibition
Cc1ccc2nc(/C(C#N)=C/c3ccccc3OC(C)C)[nH]c2c1	7%
N#C/C(=C\c1ccc(-c2ccc(Cl)c(C(=O)O)c2)o1)C(=O)Nc1ccccc1	0%

Going on with the list:
Compound	RNase H inhibition
COC(=O)CCN1C(=O)/C(=C/c2cccc(OCc3ccccc3)c2)SC1=S	10%
COc1ccc(CNCc2ccncc2)cc1OC	25%
O=C(Nc1ccc(F)c([N+](=O)[O-])c1)c1sc2ccccc2c1Cl	12%
O=C(NNC(=O)c1cccc(Cl)c1)c1ccc(-c2ccccc2)cc1	14%
COc1ccc(/C(C)=N/NC(=O)Cc2cccc3ccccc23)cc1OC	6%
O=[N+]([O-])c1ccc2c(c1)nnn2CN1CCCCC1	6%
